ssDAF-12 act: S. stercoralis DAF-12 nuclear receptor activators, primary screen, cell-based, luminescence, HEK293, GRIP1 co-expression, lit1-tk-luc; AID 652126, 2013; activation, % at 6.8 µM; 1% of 370,000 active; HEK293 ssDAF-12/GRIP1 lit1-tk-luc reporter; % of 3 µM dafachronic acid response;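 active = activation above the mean over all tested compounds plus 3 SD, cut at about 0.9% in these data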;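 also: 0% = DMSO-only wells and 100% = 3 µM delta7-dafachronic acid wells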
NPR2 activator: human GC-B receptor activators, primary screen, HEK293 GC-B cells, cGMP TR-FRET, EC30 CNP; Atrial natriuretic peptide receptor 2 (Homo sapiens), P20594; 0% at EC30 CNP, 100% saturating CNP; activation, % at 10 µM; 0.11% of 370,000 active; AID 1920062, 2024;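 active = activation at 10 µM reaching about 35% in either raw or pattern-adjusted values, limit read from the data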
hgDAF12 agonist: H. glycines DAF-12 receptor agonists, primary screen, cell-based, luminescence, HEK293, GAL4 fusion, UAS-luciferase; Nuclear hormone receptor DAF-12 (Heterodera glycines), GAL4 fusion; HEK293 GAL4-hgDAF12 UAS-luciferase reporter, agonist luminescence; normalized to butyrate control; activation, % at 6.8 µM; 1.8% of 370,000 active;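 active = activation above a cutoff set at the mean of all screened compounds plus 3 SD, cut at about 10% in these data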;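 also: 0% = DMSO wells and 100% = sodium butyrate wells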
DAX1 inh-1: DAX1 (NR0B1) inhibitors, primary screen, cell-based, HEK293, Gal4-DAX1, luciferase luminescence | inhibition, % at 6.75 µM | HEK293 Gal4-DAX1 luciferase reporter | AID 504766, 2011 | 0.99% of 340,000 active | Nuclear receptor subfamily 0 group B member 1 (Homo sapiens), P51843;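 active = inhibition above the mean over all tested compounds plus 3 SD, cut at about 4.2% in these data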;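 also: 0% = DAX1-transfected cells with DMSO and 100% = empty-vector control cells with DMSO; inhibition shows as a rise in luminescence from relieved DAX1 repression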
Target sequence (P51843 207-470 limits assumed): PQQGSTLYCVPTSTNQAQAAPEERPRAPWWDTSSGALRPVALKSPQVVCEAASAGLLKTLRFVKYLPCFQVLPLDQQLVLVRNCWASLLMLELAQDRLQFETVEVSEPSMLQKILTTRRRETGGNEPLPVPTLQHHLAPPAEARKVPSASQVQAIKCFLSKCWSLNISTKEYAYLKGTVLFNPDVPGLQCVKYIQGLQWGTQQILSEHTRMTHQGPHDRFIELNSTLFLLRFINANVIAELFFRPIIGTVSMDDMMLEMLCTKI
hcDAF12 agonist: H. contortus DAF-12 nuclear receptor activators, primary screen, cell-based, luminescence, HEK293, lit1-tk-luc reporter; AID 652067, 2013; activation, % at 6.8 µM; 1.4% of 370,000 active; HEK293 hcDAF-12 lit1-tk-luc reporter; 0% DMSO, 100% Δ7-dafachronic acid;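 active = activation above the mean of all tested compounds plus 3 SD, cut at about 5.5% in these data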;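 also: 100% = response to 3 µM Δ7-dafachronic acid high control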
HGIII-sPLA2 inh: human group III sPLA2 inhibitors, primary screen, biochemical, QFRET, BODIPY PC-A2 liposome substrate | QFRET BODIPY PC-A2 liposome hydrolysis, fluorescence | Group 3 secretory phospholipase A2 (Homo sapiens), Q9NZ20 | 0.56% of 370,000 active | inhibition, % at 12.2 µM | AID 743126, 2013;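 active = inhibition above mean plus 3 SD of compounds lying within the high and low control bounds, cut at about 19% in these data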;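 also: 0% = median of test compound wells and 100% = no enzyme DMSO wells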
Target sequence (Q9NZ20 whole entry, looked up): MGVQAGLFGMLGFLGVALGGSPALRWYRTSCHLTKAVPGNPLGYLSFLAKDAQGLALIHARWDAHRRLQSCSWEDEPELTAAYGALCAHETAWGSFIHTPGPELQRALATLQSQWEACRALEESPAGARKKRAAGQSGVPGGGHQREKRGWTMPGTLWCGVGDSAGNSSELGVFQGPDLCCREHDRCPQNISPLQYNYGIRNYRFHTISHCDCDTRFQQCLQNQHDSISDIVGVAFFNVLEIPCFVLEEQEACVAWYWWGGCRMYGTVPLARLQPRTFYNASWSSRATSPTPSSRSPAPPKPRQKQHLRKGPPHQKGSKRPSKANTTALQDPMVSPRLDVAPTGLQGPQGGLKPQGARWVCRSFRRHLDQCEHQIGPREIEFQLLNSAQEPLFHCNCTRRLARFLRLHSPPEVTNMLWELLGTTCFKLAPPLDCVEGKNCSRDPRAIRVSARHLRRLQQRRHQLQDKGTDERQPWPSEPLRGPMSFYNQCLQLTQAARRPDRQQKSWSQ
NPR1 activator: GC-A stimulated cGMP production enhancers – HEK293 GC-A cells, cGMP TR-FRET, EC30 ANP, primary screen. Atrial natriuretic peptide receptor 1 (Homo sapiens), P16066. 0% at EC30 ANP, 100% saturating ANP. activation, % at 10 µM. 0.14% of 370,000 active. AID 1671463, 2021; in the data active = activation above about 40%
GAA850 FXN act: FXN promoter activators, primary screen, cell-based, luciferase luminescence, HEK293 lucGAA850; 0.56% of 360,000 active; activation, % at 6 µM; AID 540364, 2011; HEK293 lucGAA850 FXN promoter luciferase reporter, 24 h; percent of 10 µM SAHA response;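 active = activation above the average of all compounds screened plus 3 SD, cutoff fixed separately per campaign, cut at about 7.5% in these data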;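 also: 0% = DMSO wells and 100% = 10 µM SAHA wells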
DAX1 inh-2: DAX1 (NR0B1) inhibitors on StAR promoter, primary screen, cell-based, luminescence, SF-1 (NR5A1), full-length DAX-1; inhibition, % at 6.8 µM; HEK293T StAR-luciferase reporter, SF-1/DAX-1 repression relief; AID 652010, 2013; 1.1% of 370,000 active;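 active = inhibition above the mean over all tested compounds plus 3 SD, cut at about 3.6% in these data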;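 also: 0% = DAX-1 cells with DMSO and 100% = cells lacking DAX-1 with DMSO; higher inhibition means more luminescence from relief of DAX-1 repression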
ADAM10 inh: human ADAM10 inhibitors, primary screen, biochemical, QFRET, HTS; inhibition, % at 7 µM; recombinant ADAM10, EDANS/DABCYL FRET peptide cleavage, 3 h; AID 720582, 2013; 0.62% of 370,000 active; Disintegrin and metalloproteinase domain-containing protein 10 (Homo sapiens), O14672;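 active = inhibition above a per-campaign cutoff equal to the mean of compounds falling between control-based bounds plus 3 SD, cut at about 20% in these data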;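 also: 0% = DMSO wells while the 100% control is not disclosed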
SMARCA2 activ: SMARCA2 (BRM) function activators, primary screen, cell-based, luminescence, high throughput | MG213 cells, MMTV-luciferase reporter, dexamethasone, overnight | activation, % at 9.1 µM | 1% of 370,000 active | AID 652017, 2013; in the data active = activation above about 7.8%;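 also: 0% = vehicle wells and 100% = reference activator wells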
An asterisk follows results filed as active; i = inactive; . = not tested or not shown; & = joins results of further samples. An excerpt; rates above refer to the full screens.

SMILES	ssDAF-12 act	NPR2 activator	hgDAF12 agonist	DAX1 inh-1	hcDAF12 agonist	HGIII-sPLA2 inh	NPR1 activator	GAA850 FXN act	DAX1 inh-2	ADAM10 inh	SMARCA2 activ
CN1CCN(c2c(F)cc3c(=O)c(C(=O)O)cn4c3c2SCC4)CC1	-1.0	0	-0.3	0.2	-0.7	9	1	0.6	0.8	i	0
CN1CCC(=C2c3ccccc3CC(=O)c3sccc32)CC1	-0.8&-1.3&-1.8	-12&-9&-14	-4.4&-3.9&-4.0	1.0&-0.8&-0.8	-1.8&-0.6&-2.0	-13&-22&-17	-25&-23&-17	0.7&-1.4&-0.4	0.6&-0.4&-0.2	-27&-9&-4	-6&-2&-3
O=C(O)CCCCCCCC(=O)O	-0.9	3	0.5	-0.6	-1.7	-5	1	2.2	0.3	0	1
CCOc1ccc(NC(=S)N2CCC(C(O)(c3ccccc3)c3ccccc3)CC2)cc1	-1.6	-11	-3.2	-0.7	0.1	-4	-9	1.2	0.2	9	-2
CN1CCN(CCCN2c3ccccc3Sc3ccc(S(=O)(=O)N(C)C)cc32)CC1	-1.1	-15	-0.2	-0.2	-0.9	-10	-15	-0.1	-0.2	-21	3
O=C(NCCN1CCOCC1)c1ccc(Cl)cc1	-1.4	0	0.8	0.3	1.1	10	2	-1.3	0.1	-14	-1
CCCCOC(=O)c1ccc(N)cc1	-0.4	8	2.9	0.3	-0.5	3	1	4.2	1.9	-13	7
CC(=O)N(CC(O)CO)c1c(I)c(C(=O)NCC(O)CO)c(I)c(C(=O)NCC(O)CO)c1I (configuration not stated)	-0.4	4	2.3	0.5	-2.1	4	1	-1.2	-0.6	10	1
Cc1ccc(Nc2c(F)cccc2Cl)c(CC(=O)O)c1	-1.4	5	-0.9	.	-1.1	-24	2	.	0.2	6	5
CN(C)CCC[C@@]1(c2ccc(F)cc2)OCc2cc(C#N)ccc21	-1.4	-3	-1.5	-0.1	-1.7	3	-6	-2.5	0.7	4	-3
O=C1c2ccccc2C(=O)c2c(O)c(O)cc(O)c21	0.2	0	5.2	-0.7	1.9	7	-7	-2.8	-0.2	1	0
CC(=O)OCC(=O)C1(O)CCC2C3CCC4=CC(=O)C=CC4(C)C3(F)C(O)CC21C (configuration not stated)	-1.0	-2	-4.8	2.1	-0.4	-1	0	2.1	2.8	-9	-2
CCC12CCCN3CCc4c(n(c5ccccc45)C(O)(C(=O)OC)C1)C32 (configuration not stated)	-1.0	-1	1.9	1.7	2.9	-3	8	0.7	1.9	-66	0
C[C@@H]1CC(=O)NN=C1c1ccc(NN=C(C#N)C#N)cc1	-0.8	-1	-0.1	.	-2.0	9	8	.	-0.5	-11	-6
OCC(O)CN1CCN(c2ccccc2)CC1 (configuration not stated)	-0.7	3	-1.1	-1.5	0.6	3	6	-0.8	-0.7	-3	-2
COc1ccc(S(=O)(=O)Nc2nnc(CC(C)C)s2)cc1	-1.9	4	-2.0	0.7	-0.2	-11	1	0.3	0.4	1	-1
O=C1c2c(O)cccc2C(C2OC(CO)[C@@H](O)[C@H](O)[C@H]2O)c2cc(CO)cc(O)c21 (some centres not stated)	-0.9	3	2.8	0.2	-0.7	-5	6	-1.6	0.1	1	0
COc1cc(NC(=O)c2cc(C3CC3)on2)c(OC)cc1Cl	0.4	-1	3.6	0.3	6.4*	1	-3	-0.2	-0.6	-7	1
C[C@H]1c2cccc(O)c2C(O)=C2C(=O)C3(O)C(O)=C(C(N)=O)C(=O)[C@@H](N(C)C)[C@@H]3[C@@H](O)[C@@H]21 (some centres not stated)	-0.8	6	-0.8	0.3	-0.7	15	7	17*	-0.9	-3	-8
Nc1cc(=O)[nH]c(N)n1	-0.6	-8	-1.9	1.3	-0.3	-4	-2	1.2	1.6	-5	-2

One compound at a time, as listed above. Screens in order: ssDAF-12 act | NPR2 activator | hgDAF12 agonist | DAX1 inh-1 | hcDAF12 agonist | HGIII-sPLA2 inh | NPR1 activator | GAA850 FXN act | DAX1 inh-2 | ADAM10 inh | SMARCA2 activ
CC(=O)OCC(=O)C1(O)CCC2C3CCC4=CC(=O)C=CC4(C)C3(F)C(O)CC21C (configuration not stated) is listed with -1.0 | -2 | -4.8 | 2.1 | -0.4 | -1 | 0 | 2.1 | 2.8 | -9 | -2
O=C(O)CCCCCCCC(=O)O is listed with -0.9 | 3 | 0.5 | -0.6 | -1.7 | -5 | 1 | 2.2 | 0.3 | 0 | 1
Cc1ccc(Nc2c(F)cccc2Cl)c(CC(=O)O)c1 is listed with -1.4 | 5 | -0.9 | . | -1.1 | -24 | 2 | . | 0.2 | 6 | 5

Later entries:
SMILES	ssDAF-12 act	NPR2 activator	hgDAF12 agonist	DAX1 inh-1	hcDAF12 agonist	HGIII-sPLA2 inh	NPR1 activator	GAA850 FXN act	DAX1 inh-2	ADAM10 inh	SMARCA2 activ
CN(C)CCOC(=O)C(c1ccccc1)C1(O)CCCC1 (configuration not stated)	-1.2	6	0.8	0.5	-0.9	-2	-1	-1.4	1.2	1	3
CCCN(CCC)C(=O)C(CCC(=O)O)NC(=O)c1ccccc1 (configuration not stated)	-1.7	-7	-2.7	1.3	-1.6	3	1	-1.6	-0.3	7	3
CCCc1cc(C(N)=S)ccn1	-0.7	4	4.0	0.7	-0.9	5	1	-1.9	1.1	4	6
COc1ccccc1OC(=O)Oc1ccccc1OC	-1.6	-1	0.0	-0.5	-1.8	4	2	0.7	-1.7	-9	-3
CC(C)(C(=O)c1cccnc1)c1cccnc1	-0.8	-1	-0.5	0.0	-0.4	2	2	0.2	0.8	-4	-2
O=C1CCc2cc(OCCCCc3nnnn3C3CCCCC3)ccc2N1	-1.3	13	2.0	-1.4	-2.9	-1	5	5.6	-3.4	-3	-6
COc1ccc(Sc2ccc(NC(=O)c3ccccc3Cl)cc2C#N)cc1	-1.1	-3	-1.9	1.6	-1.0	12	-1	-0.8	-0.8	9	-2
COc1c(O)cc2c(c1O)[C@@H]1O[C@H](CO)[C@@H](O)[C@H](O)[C@H]1OC2=O	-0.6	5	-0.6	0.1	-2.5	4	1	0.1	0.1	7	3
CCN(CC)CCOC(=O)C(c1ccccc1)c1ccccc1	-0.9	-14	1.0	0.4	0.4	-4	-6	1.2	-0.2	-10	3
CCOC(=O)Nc1ccc(NCc2ccc(F)cc2)nc1N	-1.1	-2	-5.3	-0.9	-2.9	-27	-3	2.0	0.6	-306	0
CCN(CC)S(=O)(=O)c1ccc(C(=O)O)cc1	-1.2	10	-1.6	0.3	2.2	5	-1	1.3	0.9	1	1
O=C(NC1CCC1)c1ccc(C#Cc2cccc(F)c2)nc1	-1.0	-8	11*	.	1.8	4	6	.	-0.1	-1	4
C/C=C(/C)C(=O)O[C@@H]1c2cc3c(c4c2[C@@]2(CO4)C(=O)C(OC)=C(OC)C=C2C[C@@H](C)[C@H]1C)OCO3	-0.9	3	-1.4	-0.1	-0.7	1	-2	-1.8	0.0	1	0
COC(=O)Nc1nc2ccc(C(=O)C3CC3)cc2[nH]1	0.4	-7	6.3	.	0.6	2	-3	.	7.5*	-26	6
Cc1ccsc1/C=C/C1=NCCCN1C	-1.2&-1.2&-1.1	3&2&-2	-0.5&-4.2&-2.0	0.4&0.2&1.8	-2.4&0.3&0.3	11&-4&3	1&3&2	-0.6&-0.4&0.4	0.9&-0.2&1.2	-10&-7&-2	-5&-4&-1
Oc1cc2c(cc1O)C1c3ccc(O)c(O)c3OCC1(O)C2 (configuration not stated)	-1.1	-7	-4.1	0.2	2.7	-2	-8	0.3	0.4	-1	0
C[C@]12CC[C@H]3C(=CCc4cc(O)ccc43)[C@@H]1CCC2=O	-1.3	-8	1.6	0.2	-1.6	-26	1	2.4	2.6	-2	1
CC[C@]12CCCN3CCc4c(n(c5ccccc45)[C@@](O)(C(=O)OC)C1)[C@@H]32	-1.0	0	1.6	5.0*	-0.6	-1	1	-5.5	0.8	-9	1
CCC(Cc1c(I)cc(I)c(N)c1I)C(=O)O (configuration not stated)	-0.8	0	-2.5	-0.2	-0.7	-1	-3	-0.5	-0.2	0	-1
COc1cc(C(=O)NCCCCCC(=O)O)cc(OC)c1OC	-1.4	7	1.1	1.1	-0.7	-1	-4	1.9	0.2	1	-4
COc1cc2c(c(OC)c1OC)-c1c(cc(OC)c(OC)c1OC)C[C@H](C)[C@H](C)C2	-1.2	-2	0.8	0.5	-2.9	-5	-3	-0.6	-0.1	0	-1
CCCCN(CCCC)CC(O)c1cc(Cl)cc2c1-c1ccc(Cl)cc1/C2=C/c1ccc(Cl)cc1 (configuration not stated)	-1.1	-10	-1.8	.	2.2	2	-5	.	-0.7	5	-7
CC1CCc2c(N3CCC(O)CC3)c(F)cc3c(=O)c(C(=O)O)cn1c23 (configuration not stated)	-1.2	1	2.3	-1.4	-2.6	7	1	0.0	1.1	-104	2
COc1cc(C)nc(-n2nc(C)cc2OC)n1	-1.6	5	4.7	0.0	-0.2	10	2	-0.9	-0.7	-3	-2
Nc1ncnc(Nc2ccccc2)n1	-1.7	4	3.1	-1.2	1.0	0	2	4.1	0.6	1	4
COc1cccc2c(NCc3ccccc3)nc(-n3c(N)nc4ccccc43)nc12	-3.3	-1	-18	.	-8.3	-2	1	.	.	-9	.
O=C(c1ccccc1)c1ccc2n1CCC2C(=O)O (configuration not stated)	-1.4	2	2.0	0.5	-1.8	1	0	0.6	0.1	-2	8
CC1(C)Oc2ccc(C#N)cc2[C@@H](N2CCCC2=O)[C@@H]1O	-1.1	1	1.9	2.4	-0.9	21*	8	-0.4	-0.2	-12	-7
CN=C(N)NC(=O)Nc1c(C)cccc1C	-1.5	1	-0.2	.	-1.0	1	4	0.0	-0.7	0	-1
CCOC(=O)Nc1ccc2c(c1)N(C(=O)CCN1CCOCC1)c1ccccc1S2	-0.8&-1.8	1&3	0.1&-0.6	0.4&0.2	-2.0&-0.8	-8&-6	7&3	6.1&3.4	-0.4&-0.9	1&5	-1&-3
Cc1cc(O)c2c(c1)C(=O)c1cccc(O)c1C2=O	-0.9	0	-1.2	.	-1.7	14	-5	.	0.1	7	-1
C#C[C@]1(O)CC[C@H]2[C@@H]3CCC4=CC(=O)CC[C@@H]4[C@H]3CC[C@@]21CC	-1.3&-1.7	6&3	-0.7&-3.2	-0.9&-1.0	0.6&-2.3	-1&11	1&4	1.3&1.7	0.3&0.8	-16&-9	-1&-1
